G9a block: qHTS Assay for Inhibitors of Histone Lysine Methyltransferase G9a | Histone-lysine N-methyltransferase EHMT2 (Homo sapiens), Q96KQ7 | actives 8.8% (n = 350,000) | G9a H3K9 monomethylation, AlphaScreen, 2 h | Potency, µM (titrated, usually from 102 µM), without a hit: at the top dose activity, negative = inhibition, hits mostly inhibitors; further: on the % scale 0 is the no-effect control and ±100 the full control effect; nearly all actives have a fitted effect of over 75% in size
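G9a (20 nM) preincubated 15 min RT with compounds, then 500 nM biotinylated H3K9 peptide and 20 uM SAM added; 2 h RT reaction. Monomethyl-H3K9 product detected by AlphaScreen with anti-H3K9me1 antibody, streptavidin donor and anti-rabbit IgG acceptor beads.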
Pol eta inh: qHTS for Inhibitors of Polymerase Eta; Potency, µM (doses to about 114 µM), for inactives: at the top dose activity change, negative = inhibition, most hits filed as inhibitors; actives 1.2% (n = 390,000); recombinant Pol eta, fluorescent DNA replication assay; DNA polymerase eta (Homo sapiens), Q9Y253; further: on the % scale 0 is the no-effect control and ±100 the full control effect
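Pol eta at 10 nM preincubated with compounds 15 min at room temperature; reaction started with fluorescent substrate (50 nM final) and read kinetically at 0 and 10 min.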
Anesthetic bind: qHTS Assay for Identification of Novel General Anesthetics. apoferritin/1-aminoanthracene competitive binding, fluorescence. Potency, µM (doses to about 77.5 µM), for the others: at the highest dose activity change, negative = displacement, most hits filed as inhibitors. actives 0.074% (n = 350,000); further: on the % scale 0 is the no-effect control and ±100 the full control effect; nearly all actives have a fitted effect of over 20% in size
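Read-out: endpoint 1-AMA fluorescence, excitation 380 nm and emission 535 nm, after compounds sit 10 min at room temperature with 10 uM horse-spleen apoferritin in 50% saturated 1-AMA/PBS. Values come from four-parameter Hill fits.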
BLM helicase inh: qHTS Assay for Inhibitors of Bloom's syndrome helicase (BLM) | RecQ-like DNA helicase BLM (Homo sapiens), P54132 | recombinant BLM DNA unwinding, fluorescence dequenching | Potency, µM (series often up to 56.1 µM), inactives show top-dose activity change, negative = inhibition, actives largely listed as inhibitors | actives 0.2% (n = 350,000) | AID 2528, 2010;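 further: plate controls were vehicle for no effect and no enzyme for full effect; nearly all actives have a fitted effect of over 35% in size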
POLB inh: qHTS Assay for Inhibitors of DNA Polymerase Beta; P06746; Pol beta primer extension/strand displacement, fluorescence kinetic; Potency, µM (highest dose often 114 µM), for inactives: at the highest dose activity change, negative = inhibition, most hits filed as inhibitors; actives 1.3% (n = 340,000); further: on the % scale 0 is the no-effect control and ±100 the full control effect
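Reaction started by 50 nM substrate onto compound-treated Pol beta (10 nM, 15 min preincubation, room temperature); plates read at 0 min and 10 min. Normalized concentration-effect data fitted by four-parameter Hill equation.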
POLK inh: qHTS for Inhibitors of Polymerase Kappa | DNA polymerase kappa (Homo sapiens), Q9UBT6 | actives 0.53% (n = 400,000) | purified Pol kappa, fluorescent DNA synthesis assay, 10 min | AID 588579, 2011 | Potency, µM (titrated, usually from 107 µM), for the others: at the top dose activity, negative = inhibition, hits mostly inhibitors; further: on the % scale 0 is the no-effect control and ±100 the full control effect
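Fluorescent qHTS in 1536-well format: enzyme (10 nM) and compound sat 15 min at room temperature before 50 nM substrate (final) was added. Signal taken at 0 and 10 min; no-enzyme buffer wells were negative controls.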
APEX1 inh: qHTS Assay for Inhibitors of the Human Apurinic/apyrimidinic Endonuclease 1 (APE1). Potency, µM (doses to about 65.8 µM), for inactives: at the top dose activity change, negative = inhibition, most hits filed as inhibitors. AID 2517, 2012. actives 0.35% (n = 350,000). DNA repair nuclease/redox regulator APEX1 (Homo sapiens), P27695. recombinant APE1, TAMRA/BHQ-2 abasic DNA cleavage fluorescence;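 further: plate controls were vehicle for no effect and reference inhibitor for full effect; nearly all actives have a fitted effect of over 55% in size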
Target sequence (P27695 whole entry, looked up): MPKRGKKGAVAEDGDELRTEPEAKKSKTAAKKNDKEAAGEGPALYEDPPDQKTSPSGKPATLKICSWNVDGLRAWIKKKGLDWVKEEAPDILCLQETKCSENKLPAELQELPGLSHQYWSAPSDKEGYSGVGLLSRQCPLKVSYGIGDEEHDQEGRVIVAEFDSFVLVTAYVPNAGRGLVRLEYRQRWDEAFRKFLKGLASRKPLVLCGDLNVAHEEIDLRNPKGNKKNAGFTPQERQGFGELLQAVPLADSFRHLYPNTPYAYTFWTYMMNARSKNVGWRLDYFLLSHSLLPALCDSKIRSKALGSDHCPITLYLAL
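Compound pre-exposure to 0.75 nM APE1, 15 min at ambient temperature. Reaction initiated with 50 nM TAMRA/BHQ-2 THF substrate, read immediately in kinetic mode, 525 nm excitation, 598 nm emission.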
BAZ2B block: qHTS Assay for Inhibitors of BAZ2B; Bromodomain adjacent to zinc finger domain protein 2B (Homo sapiens), Q9UIF8; AlphaScreen BAZ2B-H3K14Ac peptide displacement; Potency, µM (highest dose often 114 µM), for the others: top-dose activity change, negative = inhibition, usual class: inhibitors; actives 4.4% (n = 360,000); further: on the % scale 0 is the no-effect control and ±100 the full control effect; nearly all actives have a fitted effect of over 60% in size
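Compounds, titrated to a top concentration of 110 uM, were incubated 30 min at room temperature with preformed BAZ2B/acetyl-K14 H3 peptide complex (50 nM each). Proximity signal was measured by AlphaScreen after 20 min with beads.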
Pol iota inh: qHTS for Inhibitors of Polymerase Iota | DNA polymerase iota (Homo sapiens), Q9UNA4 | Pol iota fluorescent replication assay, 10 min | Potency, µM (titrated, usually from 115 µM), inactives show at the top dose activity, negative = inhibition, most hits filed as inhibitors | actives 1% (n = 390,000)
Target sequence (Q9UNA4 whole entry, looked up): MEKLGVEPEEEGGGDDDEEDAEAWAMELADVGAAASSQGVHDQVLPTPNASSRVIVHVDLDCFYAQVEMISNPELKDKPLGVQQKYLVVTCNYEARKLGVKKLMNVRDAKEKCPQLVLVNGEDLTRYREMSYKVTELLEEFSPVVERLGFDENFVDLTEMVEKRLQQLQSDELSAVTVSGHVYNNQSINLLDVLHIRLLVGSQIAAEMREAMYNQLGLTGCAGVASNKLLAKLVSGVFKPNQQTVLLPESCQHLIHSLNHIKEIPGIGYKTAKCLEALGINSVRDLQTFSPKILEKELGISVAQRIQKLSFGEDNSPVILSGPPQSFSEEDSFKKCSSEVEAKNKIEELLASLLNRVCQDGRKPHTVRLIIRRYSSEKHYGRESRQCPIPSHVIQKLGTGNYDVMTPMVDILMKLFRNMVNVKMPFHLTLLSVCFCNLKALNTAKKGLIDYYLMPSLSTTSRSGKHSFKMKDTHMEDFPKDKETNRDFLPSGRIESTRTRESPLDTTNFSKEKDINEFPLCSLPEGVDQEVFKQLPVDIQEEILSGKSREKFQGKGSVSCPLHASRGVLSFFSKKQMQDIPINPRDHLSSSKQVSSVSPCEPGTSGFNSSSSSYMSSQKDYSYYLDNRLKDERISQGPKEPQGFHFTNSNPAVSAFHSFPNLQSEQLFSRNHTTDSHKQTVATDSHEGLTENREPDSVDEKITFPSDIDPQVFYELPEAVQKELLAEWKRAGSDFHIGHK
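Fluorescent replication assay read twice, at 0 min and 10 min after adding 50 nM (final) substrate. Enzyme (10 nM) and compounds were first incubated 15 min at room temperature; enzyme-free buffer wells were negative controls.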
* = called active by the depositor; & = joins results of further samples; [ ] = dose if it differs, or a comment. The call rests on the fitted dose curve; in most records, active means well fitted curve in the direction sought with a large enough effect; inconclusive means small, poorly fitted or top-dose-only effect, or another doubt; inactive means no such curve, though single readings can be large; an effect the other way counts as inactive or inconclusive. Potency means the concentration at half of the fitted maximal effect. These rows are one share of the data; count on the stated rates, not on these rows.

Cc1ccc(-c2nnc3ccc(SC(C)C(=O)O)nn23)cc1 (stereo not drawn) was read as G9a block 3.5µM*, Pol eta inh -4%, Anesthetic bind 9%, BLM helicase inh -7%, POLB inh inconclusive, POLK inh 0%&9%, APEX1 inh -2%, BAZ2B block -30% and Pol iota inh -4%&10%.
`CCOC(=O)CCN(c1ccccc1)S(=O)(=O)c1ccc2[nH]c(=O)ccc2c1` gave G9a block 17%[59 µM], Pol eta inh -11%, Anesthetic bind -6%, BLM helicase inh -1%, POLB inh 17%, POLK inh -4%[60.1 µM], BAZ2B block 3% and Pol iota inh 4%.
`O=C(c1cc2ccccc2c(=O)o1)N1CCCc2ccccc21` gave G9a block -9%[59 µM], Pol eta inh -19%, Anesthetic bind -9%, BLM helicase inh -2%, POLB inh 0%, POLK inh -11%, APEX1 inh 1%, BAZ2B block 3% and Pol iota inh -4%.
COc1ccc(Cl)cc1NC(=O)c1cc2nc(-c3ccc(C)cc3)cc(C(F)(F)F)n2n1 was read as G9a block 1%[59 µM], Pol eta inh -14%, Anesthetic bind -2%, BLM helicase inh 0%, POLB inh 14%, POLK inh 1%, BAZ2B block 1% and Pol iota inh 13%.
`O=C(Nc1cc(Cl)cc(Cl)c1)c1cccnc1` gave G9a block -1%[0.501 µM], Pol eta inh -20%, Anesthetic bind -11%, BLM helicase inh 3%, POLB inh 0%, POLK inh -3%, APEX1 inh -16%, BAZ2B block -5% and Pol iota inh 27%.
Screening C/C(=C\C(=O)c1cccnc1)Nc1ccc(O)cc1 returned G9a block -46%[59 µM], Pol eta inh -2%, Anesthetic bind -21%, BLM helicase inh -13%, POLB inh -1%, POLK inh -8%, APEX1 inh -3%, BAZ2B block -36% and Pol iota inh -4%.
For O=C(NC(=S)NCc1nc2ccccc2[nH]1)c1ccccc1F the results were G9a block inconclusive, Pol eta inh -7%, Anesthetic bind -10%, BLM helicase inh -1%, POLB inh inconclusive, POLK inh -8%, APEX1 inh -2%, BAZ2B block 4% and Pol iota inh 3%.
Cc1ccc(N(C(C)C(=O)Nc2ccc3c(c2)OCO3)S(C)(=O)=O)cc1 (stereo not drawn) was read as G9a block -33%[59 µM], Pol eta inh inconclusive, Anesthetic bind -9%, BLM helicase inh -5%, POLB inh 9%, POLK inh -18%, APEX1 inh -3%, BAZ2B block -30% and Pol iota inh -7%.
For O=C(CCS(=O)(=O)c1ccc(Br)s1)N1CCc2ccccc21 the results were G9a block -39%, Pol eta inh -2%, Anesthetic bind -12%, BLM helicase inh -2%, POLB inh 7%, POLK inh -2%, APEX1 inh -8%, BAZ2B block 5% and Pol iota inh 17%.
Cc1noc(C)c1C(=O)Nc1nc2ccccc2s1 was read as G9a block inconclusive, Pol eta inh -15%, POLK inh 6%, APEX1 inh 34%, BAZ2B block -1% and Pol iota inh 6%.

Overlap with the part before: 2 entries, followed by the next part.
For O=C(CCS(=O)(=O)c1ccc(Br)s1)N1CCc2ccccc21 the results were G9a block -39%, Pol eta inh -2%, Anesthetic bind -12%, BLM helicase inh -2%, POLB inh 7%, POLK inh -2%, APEX1 inh -8%, BAZ2B block 5% and Pol iota inh 17%.
Cc1noc(C)c1C(=O)Nc1nc2ccccc2s1 was read as G9a block inconclusive, Pol eta inh -15%, POLK inh 6%, APEX1 inh 34%, BAZ2B block -1% and Pol iota inh 6%.
`CCOC(=O)c1ccc(CS(=O)c2ccc(Cl)cc2)o1` (stereo not drawn) gave G9a block inconclusive, Pol eta inh -10%, Anesthetic bind -14%, BLM helicase inh -1%, POLB inh -1%, POLK inh -9%, APEX1 inh -7%, BAZ2B block inconclusive and Pol iota inh 28%.
CCc1cc2cccc(C)c2nc1SCC(=O)NNC(=O)c1ccco1 was read as G9a block 38%[59 µM], Pol eta inh 1%, Anesthetic bind -2%, BLM helicase inh 1%, POLB inh -1%, POLK inh -19%, APEX1 inh -1%, BAZ2B block 5% and Pol iota inh -4%.
Screening CCCOc1ccc(C(=O)N2CCN(Cc3ccc4c(c3)OCO4)CC2)cc1 returned G9a block -3%, Pol eta inh -21%, Anesthetic bind -17%, BLM helicase inh 2%, POLB inh 6%, POLK inh -8%, APEX1 inh 17%, BAZ2B block -3% and Pol iota inh 80%[activator].
`O=C(Nc1ccccc1N1CCOCC1)c1cccc(NS(=O)(=O)c2ccc(F)c(F)c2)c1` gave G9a block inconclusive, Pol eta inh -21%, Anesthetic bind -15%, BLM helicase inh -4%, POLB inh 1%, POLK inh -4%, APEX1 inh -7%, BAZ2B block -38% and Pol iota inh -3%.
Screening Cc1ccc(Nc2nc(N)nc(CN3CCN(Cc4ccc5c(c4)OCO5)CC3)n2)cc1C returned Pol eta inh -5%, Anesthetic bind -14%, BLM helicase inh 4%, POLB inh -23%, POLK inh -20%, APEX1 inh 2%, BAZ2B block 40µM* and Pol iota inh 58%[activator].
Screening COc1ccccc1NC(=O)C1=C(C)Nc2c(C(=O)Nc3ccc(F)cc3)cnn2C1c1ccc(Cl)cc1 (stereo not drawn) returned G9a block inconclusive, Pol eta inh -11%, Anesthetic bind 55%[activator], BLM helicase inh -11%, POLB inh 0%, POLK inh -13%, BAZ2B block -4%[57.1 µM] and Pol iota inh 6%.
`O=C(CCSc1ccc(F)cc1)NNC(=O)c1ccc([N+](=O)[O-])cc1` gave G9a block -27%[59 µM], Pol eta inh -1%, POLK inh -9%, APEX1 inh -10%, BAZ2B block -5% and Pol iota inh -14%.
`CCN(CC)C(=O)C1CCCN(Cc2nc(-c3cnccn3)no2)C1` (stereo not drawn) gave Pol eta inh -20%, Anesthetic bind -7%, BLM helicase inh -1%, POLB inh -5%, POLK inh -4%, APEX1 inh 3%, BAZ2B block 0% and Pol iota inh 49%[activator].
CCOc1cc(C(N)=O)cc(Cl)c1OCc1ccccc1 was read as G9a block -7%[59 µM], Pol eta inh -6%, Anesthetic bind -12%, BLM helicase inh -11%, POLB inh 6%, POLK inh -9%, APEX1 inh inconclusive, BAZ2B block inconclusive and Pol iota inh -13%.
Screening O=C(Nc1cccnc1)c1cccc(S(=O)(=O)N2CCc3ccccc32)c1 returned G9a block inconclusive, Pol eta inh -15%, Anesthetic bind -14%, BLM helicase inh 0%, POLB inh 17%, POLK inh -6%, APEX1 inh -12%, BAZ2B block -16% and Pol iota inh 111%[activator].
For Cc1ccc(/C=N/NC(=O)C2CCN(Cc3ccc(F)cc3Cl)CC2)o1 the results were G9a block inconclusive, Pol eta inh 6%, Anesthetic bind -20%, BLM helicase inh -3%, POLB inh 20%, POLK inh -3%, APEX1 inh -2%, BAZ2B block -10% and Pol iota inh 10%.
Cc1ccc(CSc2oc(-c3ccco3)nc2S(=O)(=O)c2ccc(Cl)cc2)cc1 was read as G9a block -23%[59 µM], Pol eta inh 3%, Anesthetic bind 1%, BLM helicase inh -4%, POLB inh 0%, POLK inh -1%, BAZ2B block -19% and Pol iota inh -21%.
Screening COc1ccc2nc(C)c3c(c2c1)OC(C(C)(Cl)Br)C3 (stereo not drawn) returned G9a block -7%, Pol eta inh -6%, Anesthetic bind -11%, BLM helicase inh 0%, POLB inh 2%, POLK inh 3%, APEX1 inh 0%, BAZ2B block -13% and Pol iota inh 4%.
Screening Cc1cc(C)c(NC(=O)CN(C)C(=O)CNC(=O)c2cccs2)c(C)c1 returned G9a block 8%[12.7 µM], Pol eta inh -9%, POLK inh 11%, APEX1 inh 13%, BAZ2B block -3% and Pol iota inh 18%.
Screening CC1CCc2c(C(=O)Nc3ccc(N4CCOCC4)cc3)csc2C1 (stereo not drawn) returned G9a block inconclusive, Pol eta inh -12%, Anesthetic bind -13%, BLM helicase inh -3%, POLB inh inconclusive, POLK inh -10%, APEX1 inh -2%, BAZ2B block -1% and Pol iota inh 113%[activator].
For O=C(NCC(=O)N1CCc2ccccc2C1)c1ccc(Cl)cc1Cl the results were G9a block 53%[activator], Pol eta inh -8%, Anesthetic bind -5%, BLM helicase inh 0%, POLB inh inconclusive, POLK inh -1%, APEX1 inh -10%, BAZ2B block 5% and Pol iota inh 40%[activator].
CCn1cc(C(=O)N(C)c2ccc(OC)cc2)c2cc(OC)c(OC)cc2c1=O was read as G9a block 2%, Pol eta inh -13%, Anesthetic bind 4%, BLM helicase inh 0%, POLB inh 26%, POLK inh 19%, APEX1 inh 47%[activator], BAZ2B block -3% and Pol iota inh 2%.
Screening O=C1CN(C(=O)CSc2nnc(C3CC3)n2-c2ccccc2)c2ccccc2N1 returned G9a block -48%, Pol eta inh -16%, Anesthetic bind -10%, BLM helicase inh 0%, POLB inh 16%, POLK inh 9%, APEX1 inh 0%, BAZ2B block 1% and Pol iota inh inconclusive.
Screening CCOC(=O)CSc1nc2c(sc3ccc([N+](=O)[O-])cc32)c(=O)n1Cc1ccco1 returned G9a block -29%[59 µM], Pol eta inh -21%, Anesthetic bind inconclusive, BLM helicase inh -8%, POLB inh -17%, POLK inh -5%, APEX1 inh 3%, BAZ2B block -30% and Pol iota inh 16%.
`COc1ccc(N2C(=O)CC(SCC(=O)O)C2=O)cc1` (stereo not drawn) gave G9a block -20%[59 µM], Pol eta inh -16%, Anesthetic bind 5%, BLM helicase inh -10%, POLB inh 35%, POLK inh 0%, APEX1 inh 16%, BAZ2B block -2% and Pol iota inh 20%.
CC(C)C(=O)Nc1ccc(S(=O)(=O)Nc2nccc(/C=C/c3ccccc3)n2)cc1 was read as G9a block inconclusive, Pol eta inh -19%, Anesthetic bind 2%, BLM helicase inh 1%, POLB inh 13%, POLK inh -10%, APEX1 inh -6%, BAZ2B block -20% and Pol iota inh 149%[activator].
Screening O=C(N/N=C/c1ccc(O)cc1)/C(=C/c1ccc([N+](=O)[O-])cc1)NC(=O)c1ccccc1 returned G9a block 10%[59 µM], Pol eta inh -7%, Anesthetic bind inconclusive, BLM helicase inh -8%, POLB inh 2%, POLK inh -12%, APEX1 inh 0%, BAZ2B block -4% and Pol iota inh 24%.
